Screening data (PubChem)
GLP-1R inv ag = qHTS of GLP-1 Receptor Inverse Agonists (Inhibition Mode); HEK293 GLP-1R CRE-luciferase, luminescence, 24 h; GLP-1R form is constitutively active; Potency, µM (series often up to 38.3 µM), inactives show at the top dose activity change, negative = inhibition, usual class: inhibitors; 1.6% of 410,000 active; AID 624417, 2012; note: % is set by controls: 0 for no effect and ±100 for the full control effect; nearly all actives have a fitted effect of over 55% in size
Target sequence (P43220 whole entry, looked up): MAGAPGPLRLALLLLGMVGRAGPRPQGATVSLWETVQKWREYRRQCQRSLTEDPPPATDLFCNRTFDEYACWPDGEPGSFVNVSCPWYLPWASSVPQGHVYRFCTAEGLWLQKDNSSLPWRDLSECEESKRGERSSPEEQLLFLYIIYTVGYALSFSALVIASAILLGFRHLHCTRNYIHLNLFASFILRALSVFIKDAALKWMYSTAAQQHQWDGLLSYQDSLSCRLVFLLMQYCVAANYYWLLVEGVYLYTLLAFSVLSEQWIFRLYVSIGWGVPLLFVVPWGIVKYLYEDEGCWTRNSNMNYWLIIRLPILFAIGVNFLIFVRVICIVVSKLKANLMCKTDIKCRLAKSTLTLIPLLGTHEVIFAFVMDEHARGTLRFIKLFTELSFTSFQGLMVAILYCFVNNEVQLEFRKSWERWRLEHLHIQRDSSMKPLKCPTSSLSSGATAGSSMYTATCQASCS
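Readout was luciferase luminescence, measured 12 min after detection reagent at room temperature. Beforehand, GLP-1R reporter HEK293 cells had sat 12 h, then received compounds for 24 hr at 37 deg C.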
TDP-43 yeast inh = qHTS of TDP-43 Inhibitors; TDP-43 expressing yeast growth rescue, BacTiter-Glo, 24 h; Potency, µM (doses to about 46.1 µM), for inactives: at the highest dose growth rescue (activation), usual class: activators; 1.8% of 410,000 active; note: % of control where 0% means no effect; nearly all actives have a fitted effect of over 50% in size
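Growth rescue of TDP-43-toxic yeast measured as ATP luminescence (BacTiter-Glo). Cells grown to mid-log in raffinose, induced in galactose at OD600=0.02, exposed to compound 24 hr at 30 deg C.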
SW480 rerep = A quantitative high throughput screen for small molecules that induce DNA re-replication in SW480 colon adenocarcinoma cells; SW480 DNA re-replication, Hoechst DNA content imaging, 48 h; Potency, µM (top dose mostly 46.1 µM), for the others: top-dose re-replication activation, usual class: activators; 1.8% of 340,000 active; AID 624297, 2012; note: % of control where 0% means no effect; nearly all actives have a fitted effect of over 55% in size
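Compounds, transferred as 23 nL by pin tool, were incubated with cells for 48 hr; DNA content per nucleus was then quantified by Hoechst staining and fluorescence plate imaging.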
HT1080NT lethal = qHTS for induction of synthetic lethality in tumor cells producing 2HG: qHTS for the HT-1080-NT fibrosarcoma cell line | Potency, µM (doses to about 46.1 µM), for inactives: at the highest dose activity, negative = less viability, actives largely listed as cytotoxic | 1.6% of 360,000 active | HT-1080-NT fibrosarcoma viability, CellTiter-Glo ATP luminescence, 48 h | AID 686970, 2013;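 note: NT is the 2HG producing partner of a matched IDH1 knockdown line; 0% = DMSO-treated cells and -100% = media-only wells without cells; nearly all actives have a fitted effect of over 55% in size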
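Fibrosarcoma NT cells, 750 per well in 5% FBS RPMI, were exposed to compound for 48 hours. Viability: CellTiter-Glo luminescence.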
GLP1R ag = qHTS of GLP-1 Receptor Agonists. Glucagon-like peptide 1 receptor (Homo sapiens), P43220. HEK293 GLP-1R CRE-luciferase, luminescence, 4-6 h; cells express a hypersensitive GLP-1R form. Potency, µM (top dose mostly 45.6 µM), for inactives: top-dose activation, hits mostly activators. 0.007% of 380,000 active. AID 624172, 2012; note: % of control where 0% means no effect
GLP1R cytotox = qHTS of GLP-1 Receptor Inverse Agonists: Cytotox Screen. HEK293 cAMP-luciferase reporter cells, luminescence, 24 h. Potency, µM (series often up to 38.3 µM), without a hit: top-dose activity change, negative = inhibition, usual class: inhibitors. 0.13% of 410,000 active. AID 624418, 2012;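 note: loss of luciferase light is scored as toxicity; % is set by controls: 0 for no effect and ±100 for the full control effect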
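Quantitative HTS format, 1536 wells, 200 cells/uL seeded. Compounds: 23 nL, 24 h, 37 °C. Detection: luciferase reagent, luminescence at 12 min RT; decreased signal taken as cytotoxic.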
HT1080 IDH1KD tx = qHTS for induction of synthetic lethality in tumor cells producing 2HG: qHTS for the HT-1080-IDH1KD cell line; Potency, µM (highest dose often 46.1 µM), without a hit: at the highest dose activity, negative = toxicity, hits mostly cytotoxic; 2% of 360,000 active; HT-1080 IDH1 knockdown viability, ATP luminescence, 48 h;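 note: 0% = DMSO wells and -100% = cell-free medium wells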
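Viability of IDH1-knockdown HT-1080 fibrosarcoma cells was assessed by CellTiter-Glo after 48 h at 37 °C with titrated compound; concentration-effect curves were classified by fit quality and response size.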
KB-V1 cytotox = qHTS assay for MDR1-selective chemotherapeutics: Primary screen using the drug-selected MDR subline cells KB-V1; 3.4% of 400,000 active; KB-V1 MDR cells viability, CellTiter-Glo, 72 h; Potency, µM (top dose mostly 46.1 µM), for the others: at the top dose activity change, negative = cytotoxicity, most hits filed as cytotoxic; note: % is set by controls: 0 for no effect and ±100 for the full control effect; nearly all actives have a fitted effect of over 60% in size
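Luminescent ATP read-out (CellTiter-Glo, 10 min) measures survival of drug-selected KB-V1 MDR cells after 72 h, 37 degrees C compound exposure. Medium: phenol-red-free DMEM, 10% FBS. Values from fitted concentration-response curves.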
KB-3-1 tox = qHTS assay for MDR1-selective chemotherapeutics: Primary screen using the parental adenocarcinoma cell KB-3-1; KB-3-1 viability, CellTiter-Glo ATP luminescence, 72 h; Potency, µM (titrated, usually from 46.1 µM), inactives show top-dose activity change, negative = cytotoxic, actives largely listed as cytotoxic; 1.4% of 400,000 active; AID 1347075, 2019; note: % is set by controls: 0 for no effect and ±100 for the full control effect; nearly all actives have a fitted effect of over 60% in size
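Screening of KB-3-1 cells (DMEM, 10% FBS, phenol-red free) ran from lowest to highest compound concentration; after 72 h at 37 °C viability was read luminescently and curves fitted.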
* marks the source's active call; other numbers are inactive results; ? = inconclusive; · = no result given; [ ] = remark or other dose. Calls come from the whole dose curve; as a rule, active = well fitted curve in the direction sought with a large enough effect; inconclusive = small, poorly fitted or top-dose-only effect, or another doubt; inactive = no such curve, though single readings can be large; an effect the other way counts as inactive or inconclusive. Potency is the fitted concentration of half-maximal effect. Outcome played no part in choosing rows; 9.4% or so of the library scored in one or more.

The opening two entries, ahead of the listing:
canonical_smiles | GLP-1R inv ag | TDP-43 yeast inh | SW480 rerep | HT1080NT lethal | GLP1R ag | GLP1R cytotox | HT1080 IDH1KD tx | KB-V1 cytotox | KB-3-1 tox
CC1(C(=O)NS(=O)(=O)C2CC2)CCCN(C(=O)c2c(F)cccc2F)C1 (configuration not stated) | 1% | 18% | · | 12% | 2% | -12% | 7% | -4% | 0%
CC1(C)C[C@H](O)[C@]2(CO)[C@H](O)C[C@]3(C)C(=CCC4[C@@]5(C)CC[C@H](O)C(C)(C)C5CC[C@]43C)[C@@H]2C1 (some centres not stated) | -18% | 3% | 3% | 21µM* | 0% | -26% | ? | ? | ?

The list itself, previewed entries included:
canonical_smiles | GLP-1R inv ag | TDP-43 yeast inh | SW480 rerep | HT1080NT lethal | GLP1R ag | GLP1R cytotox | HT1080 IDH1KD tx | KB-V1 cytotox | KB-3-1 tox
CC1(C(=O)NS(=O)(=O)C2CC2)CCCN(C(=O)c2c(F)cccc2F)C1 (configuration not stated) | 1% | 18% | · | 12% | 2% | -12% | 7% | -4% | 0%
CC1(C)C[C@H](O)[C@]2(CO)[C@H](O)C[C@]3(C)C(=CCC4[C@@]5(C)CC[C@H](O)C(C)(C)C5CC[C@]43C)[C@@H]2C1 (some centres not stated) | -18% | 3% | 3% | 21µM* | 0% | -26% | ? | ? | ?
CCc1cc(=O)oc2c3c(cc(OCC(=O)NCc4ccncc4)c12)OC(C)(C)CC3 | -11% | 11% | 5% | -3% | 25% | -4% | -16% | 14% | 0%
COc1cc2oc(=O)cc(-c3ccc(-c4ccc(O)cc4)cc3)c2c(OC)c1OC | -20% | 0% | 4% | -22% | -2% | -22% | -23% | 0% | 0%
Cc1ccc(NS(=O)(=O)c2cc(-c3cc(C)no3)ccc2C(C)C)nc1 | -11% | 8% | -7% | 11% | 6% | 3% | 0% | 12% | 4%
CC(C)(C)OC(=O)C[C@H]1C/C=C\C[C@H](CC(=O)N[C@H](CO)Cc2ccccc2)C(=O)N[C@H](C(C)(C)C)COC1=O | 18% | -31%[inhibitor] | 20% | 28% | 3% | -4% | 1% | 11% | -11%
COC(=O)C1CCN(c2ccc([N+](=O)[O-])cc2)CC1 | 4% | 0% | -1% | 1% | 2% | -20% | 3% | 19% | 12%
CCOC(=O)N1CCN(C(=S)NC(=O)/C=C/c2ccc(C)cc2)CC1 | 9% | 1% | -7% | 17% | 1% | ? | 13% | ? | 1%
CCOc1ccccc1NC(=O)/C(C#N)=C/c1c(C)nn(-c2ccccc2)c1Cl | ? | 10% | 0% | 0% | 4% | -4% | 0% | 10% | 2%
O=C(c1ccccc1)c1nn(-c2ccccc2)c(=O)cc1-c1ccccc1 | -22% | 12% | · | 25% | 5% | 3% | 14% | -2% | 0%
O=C1CCc2cc(S(=O)(=O)Nc3ccc(F)cc3)cc3c2N1CC3 | 5% | -20% | -422%[inhibitor] | 13% | 7% | 4% | 2% | -4% | -13%
O=C(COc1ncnc2ccc(Br)cc12)Nc1ccc(N2CCOCC2)cc1 | 65%[activator] | 18% | -7% | 5% | 1% | -7% | 9% | 5% | 16%
O=C(CSCc1ccco1)NC1CCCC1 | 10% | 29% | -10% | 0% | 1% | -11% | 0% | 6% | 0%
O=C(NCCc1c[nH]c2ccccc12)/C(=C\c1cccnc1)NC(=O)c1ccccc1Br | ? | -2% | 13% | -7% | 5% | -13% | -16% | 3% | -18%
COc1ccc(/C=C(/NC(=O)c2ccccc2Cl)C(=O)O)cc1 | 4% | 10% | -10% | 6% | -3% | 1% | 11% | 3% | ?
CCOc1ccc(-c2nc(CSCC(=O)NC3CC3)c(C)o2)cc1 | ? | 27% | -1% | 2% | 6% | 0% | 7% | 0% | -9%
O=C(Cn1nc2n(c1=O)-c1ccccc1SC2)N/N=C/c1ccncc1 | -1% | 0% | -5% | -4% | 6% | 7% | ? | -7% | -13%
Nc1nc(-c2ccccc2)ns1 | 12% | 0% | 0% | 2% | -1% | -14% | -1% | 13% | 3%
COc1cc(C2C3C(C)N(C)C(=O)N(C)C3N(C)C(=O)N2C)ccc1O (configuration not stated) | 22% | 1% | 1% | 17% | -8% | -1% | 4% | 30% | 19%
CCOC(=O)N1CCN(C(=O)c2ccc(CS(=O)(=O)c3c(Cl)cccc3Cl)o2)CC1 | 8% | 2% | -1% | 2% | 9% | -10% | -1% | -16% | 1%

Record cards (already shown). Screens in order: GLP-1R inv ag	TDP-43 yeast inh	SW480 rerep	HT1080NT lethal	GLP1R ag	GLP1R cytotox	HT1080 IDH1KD tx	KB-V1 cytotox	KB-3-1 tox
Shown for `CC1(C)C[C@H](O)[C@]2(CO)[C@H](O)C[C@]3(C)C(=CCC4[C@@]5(C)CC[C@H](O)C(C)(C)C5CC[C@]43C)[C@@H]2C1` (some centres not stated) = -18%	3%	3%	21µM*	0%	-26%	?	?	?
Shown for `Nc1nc(-c2ccccc2)ns1` = 12%	0%	0%	2%	-1%	-14%	-1%	13%	3%
Shown for `Cc1ccc(NS(=O)(=O)c2cc(-c3cc(C)no3)ccc2C(C)C)nc1` = -11%	8%	-7%	11%	6%	3%	0%	12%	4%

Already shown: two of the compounds above.
canonical_smiles | GLP-1R inv ag | TDP-43 yeast inh | SW480 rerep | HT1080NT lethal | GLP1R ag | GLP1R cytotox | HT1080 IDH1KD tx | KB-V1 cytotox | KB-3-1 tox
COc1cc(C2C3C(C)N(C)C(=O)N(C)C3N(C)C(=O)N2C)ccc1O (configuration not stated) | 22% | 1% | 1% | 17% | -8% | -1% | 4% | 30% | 19%
CCOC(=O)N1CCN(C(=O)c2ccc(CS(=O)(=O)c3c(Cl)cccc3Cl)o2)CC1 | 8% | 2% | -1% | 2% | 9% | -10% | -1% | -16% | 1%

Further entries:
canonical_smiles | GLP-1R inv ag | TDP-43 yeast inh | SW480 rerep | HT1080NT lethal | GLP1R ag | GLP1R cytotox | HT1080 IDH1KD tx | KB-V1 cytotox | KB-3-1 tox
O=C(COc1ccccc1[N+](=O)[O-])N1CCC(Cc2ccccc2)CC1 | ? | 29% | -3% | 7% | 17% | -1% | 0% | ? | -4%
CCC(C(=O)OCC(=O)Nc1ccc(SC(F)F)cc1)c1ccccc1 (configuration not stated) | ? | 10µM* | -13% | 22% | 22% | 11% | 16% | ? | 11%
O=[N+]([O-])c1cccc(C=NN2CCCCCC2)c1 | -7% | ? | -4% | -1% | 14% | -6% | 27% | 0% | -17%
CCOc1ccc2nc(NC(=O)C3CCN(S(=O)(=O)c4cnc[nH]4)CC3)sc2c1 | 11% | 0% | 0% | -9% | -2% | -7% | 1% | 7% | 3%
Cc1ccc(CS(=O)Cc2ccc(C(=O)NC3CCCCC3)o2)cc1 (configuration not stated) | -21% | 7% | -5% | 8% | 3% | -7% | 11% | ? | -3%
COc1ccc(NC(=O)c2cc(-c3cc(F)ccc3OC(C)C)n[nH]2)c(OC)c1 | ? | 20µM* | · | -11% | 2% | -10% | -13% | 0% | 0%
CCOC(=O)N(C)C[C@H]1OCc2cn(nn2)CCCC(=O)N([C@H](C)CO)C[C@@H]1C | 5% | 3% | · | 15% | -1% | 4% | 12% | 5% | 5%
CC1CC(=O)C2=C(C1)Nc1ccccc1N=C2 (configuration not stated) | 8% | -10% | -13% | 8% | -8% | 1% | 2% | -2% | -4%
COc1ccc(CNC(=O)Cc2ccc(OC)c(S(=O)(=O)N3CCOCC3)c2)cc1 | 5% | -11% | 0% | 3% | -3% | -4% | 0% | 17% | 2%
CCOC(=O)C1CCCCN1C(=O)/C(=C/c1ccc(OC)cc1)c1ccc(OC)c(OC)c1 (configuration not stated) | 3% | 22% | 5% | 10% | 10% | 2% | 14% | -5% | 0%
COc1ccc(N(C)S(=O)(=O)c2cccc(C(=O)Nc3cc(OC)ccc3OC)c2)cc1 | ? | -6% | -19% | 10% | 22% | 0% | 7% | ? | 3%
COc1ccccc1NS(=O)(=O)c1ccc(C)c(NC(=O)c2c(C)noc2C)c1 | -13% | -3% | 4% | -7% | 3% | -3% | 0% | 0% | -1%
CCc1ccc(Nc2cc(C)nc3nc(C)nn23)cc1 | 6% | 17% | -2% | 8% | 11% | 2% | 10% | -13% | -12%
CCOc1ccc(-n2c(-c3ccc(C)cc3)nc3c(cnn3-c3ccccc3)c2=O)cc1 | -12% | 23% | · | · | · | 19% | · | 10% | 10%
O=C(Nc1cccc2ccccc12)NC1Cc2ccccc2C1 | -12% | 5% | -69%[inhibitor] | -2% | 3% | 7% | -17% | 6% | 0%
COC(=O)c1c(NC(=O)C2c3ccccc3Oc3ccccc32)sc2c1CCC(C(C)(C)C)C2 (configuration not stated) | -7% | 5% | · | · | · | 2% | · | -7% | 1%
O=C(CSc1nc(-c2ccccc2F)nc2cc(=O)[nH]n12)Nc1cccc(C(F)(F)F)c1 | -17% | 12% | · | · | · | -8% | · | 5% | 3%
CC(C)c1ccc(OCC(=O)Nc2cccc3c2CCCC3)cc1 | ? | 12% | 5% | -14% | -5% | -11% | -20% | ? | -5%
CCOC(=O)C1C(=O)OC(C)(C)C1C(C)C(=O)c1ccc(C)cc1 (configuration not stated) | 5% | -14% | -5% | 6% | -6% | 25% | -3% | 15µM* | -17%
Cc1cccc(NC(=O)CSCC(=O)Nc2ccc(N3CCOCC3)cc2N2CCOCC2)c1 | 12% | -1% | -9% | 2% | 4% | -4% | 10% | 24% | -1%
COc1ccc(C(=O)C2CCCN(C(=O)c3cc4nc(C)cc(C)n4n3)C2)cc1F (configuration not stated) | 52%[activator] | 2% | -24% | 8% | 33% | -2% | 1% | ? | -1%
